# AmpC det inh: Promiscuous and Specific Inhibitors of AmpC Beta-Lactamase (assay with detergent) | P00811 | AID 584, 2007 | purified AmpC, nitrocefin hydrolysis with detergent | hit rate 0.09% among 71,000 | Potency, µM (highest dose often 28.7 µM), for the others: at the highest dose activity change, negative = inhibition; active means well fitted curve in the direction sought with a large enough effect
# Target sequence (P00811 whole entry, looked up): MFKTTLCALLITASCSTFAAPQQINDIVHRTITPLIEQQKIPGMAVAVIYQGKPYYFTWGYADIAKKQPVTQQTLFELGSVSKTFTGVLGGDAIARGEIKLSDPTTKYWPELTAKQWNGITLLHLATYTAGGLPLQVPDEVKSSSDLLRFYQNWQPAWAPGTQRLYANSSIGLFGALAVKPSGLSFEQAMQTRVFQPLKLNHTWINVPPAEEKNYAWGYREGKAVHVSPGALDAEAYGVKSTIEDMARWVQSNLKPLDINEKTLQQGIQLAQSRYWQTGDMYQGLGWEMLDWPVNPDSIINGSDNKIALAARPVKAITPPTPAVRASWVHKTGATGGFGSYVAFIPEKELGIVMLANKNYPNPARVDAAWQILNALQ
#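 E. coli AmpC (5.3 nM) in 20 mM phosphate pH 7.0 with 0.01% Triton X-100, preincubated 15 min RT with compound; nitrocefin (2 uL of 800 uM stock) hydrolysis followed by 480 nm absorbance every 20 s over 4 min.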
# * hit, by the source's call; & = joins results of further samples; [ ] = another dose, or the depositor's remark. On the % scale 0 is the no-effect control and ±100 the full control effect; potency means the concentration at half of the fitted maximal effect.
SMILES,AmpC det inh
CC1CCN2c3nc4ccccn4c(=O)c3CC3(C(=O)N(C)C(=O)N(C)C3=O)C2C1 (stereo not drawn),-3.9%
COCCNC(=O)CSc1nc2cc(OC)c(OC)cc2c(=O)n1CCC1=CCCCC1,-2.0%
CC1(C)CC(=O)C=C(NC2CC(C)(C)NC(C)(C)C2)C1,1.2%
CC1(C)Cc2ccccc2-c2nc3ccccc3c(=O)n21,9.3%
O=C(CN1CCN(c2ccc(F)cc2)CC1)Nc1ccc(F)c(F)c1,24.7%
Cn1c(=O)c2[nH]c(CCCCc3nc4ccccc4[nH]3)nc2n(C)c1=O,17.6%[5.75 µM]
O=C(CC1C(=O)NCCN1C(=O)Nc1ccccc1)Nc1ccc2c(c1)OCO2 (stereo not drawn),-8.7%
O=C(O)c1nnsc1-c1csnn1,-7.7%[5.75 µM]
O=C(NC1CCCC1)C1CCC(=O)N1C1CCCC1 (stereo not drawn),-1.7%
CN(C)C(=O)Oc1cc(OC(=O)N(C)C)cc([C@@H](O)CNC(C)(C)C)c1,0.7%[12.8 µM]
CC1(C)CC2(CCO1)CNC(=O)O2 (stereo not drawn),6.0%
Cc1cccnc1-n1c(-c2ccco2)nc2ccccc2c1=O,-2.9%
CCSc1nnc(NC(=O)c2cnccn2)s1,11.1%
c1ncc(-c2ccoc2)c(NC2CC2)n1,6.3%
COc1cc(OC)c(C2N(c3ccc(Cl)cc3)C(=O)C3CCCN32)cc1OC (stereo not drawn),4.1%
O=C(/C=N/O)Nc1ccccc1,-2.8%
COC(=O)C1CCN(C(c2ccc(OC)c(OC)c2)c2sc3nc(C)nn3c2O)CC1 (stereo not drawn),8.1%
CSc1ncccc1C(=O)OCC(=O)Nc1cc(C(F)(F)F)ccc1N1CCOCC1,-0.8%
C=CCn1c(COc2ccccc2F)nnc1SCC(=O)N1CC(=O)Nc2ccccc21,-3.8%
Cc1ccc(S(=O)(=O)C(C#N)c2nc3ccccc3nc2N2CCCC2)cc1 (stereo not drawn),-0.7%
COc1ccc(-c2nn(-c3ccccc3)cc2C(=O)N2CCOCC2)cc1,-2.5%
O=C(COC(=O)Cc1cn2ccsc2n1)Nc1nc2ccccc2s1,12.8%
CCCc1cc(C(=O)NCCc2ccc(OC)c(OC)c2)no1,5.8%
O=C(c1cc2nc(-c3ccco3)cc(C(F)(F)F)n2n1)N1CCCc2ccccc21,-3.7%
CN(C)C(CNC(=O)CSc1nnc(-c2ccco2)o1)c1ccccc1 (stereo not drawn),-4.5%
COc1ccc(NC(=O)N2CCCC3(CCNCC3)C2)cc1,0.7%
O=S(=O)(Nc1ccccc1Cl)c1ccc(F)cc1,-2.4%
Cc1cccc(C2N(c3nccs3)C(=O)C3CCCN32)c1 (stereo not drawn),-3.7%
O=C(OCc1nnc(-c2ccccc2)o1)c1cn(-c2ccccc2)nc1-c1ccccc1,2.2%
C=CCn1c(SCc2cc(=O)n3ccsc3n2)nc2sc(C)c(C)c2c1=O,9.3%
O=S(=O)(/N=C(/Nc1cc(N2CCOCC2)ncn1)c1ccccc1)c1ccccc1,8.9%
O=c1c2ccccc2nc(SCc2cccc(F)c2)n1Cc1ccco1,0.6%
ClCC(Br)CBr (stereo not drawn),9.5%
Cc1nn(-c2ccc(Cl)cc2)c(N)c1C(O)(CSc1nccn1C)C(F)(F)F (stereo not drawn),-3.1%
Cc1cccc2cc(CN(CCN3CCCC3)C(=O)NC3CCCCC3)c(=O)[nH]c12,2.1%
Cc1ncc(CSc2nc3ccccc3[nH]2)c(N)n1,-2.9%
CC(NC(=O)Nc1ccc2c(c1)OCO2)C1CCCO1 (stereo not drawn),-3.5%
Cc1ccc(-c2nnc(CSc3nnc(COc4ccccc4)n3-c3ccccc3)o2)cc1,1.4%
COc1ccc2[nH]c(C(=O)O)c(NS(=O)(=O)c3ccc(OC)c(OC)c3)c2c1,-0.6%
CCCC(=O)Nc1ccc(C(=O)Nc2nnc(COC)s2)cc1,-2.9%
NNC(N)=O,11.5%&-1.9%
O=C(O)C1CCCN1C(=O)c1cccs1 (stereo not drawn),-4.5%
COc1ccc2cc3cc(C(=O)NCC4COc5ccccc5O4)oc3nc2c1 (stereo not drawn),-3.1%
COc1ccc(-c2cnc(N)n2CC2CCCO2)cc1 (stereo not drawn),-0.6%
CCC(C)Nc1nc2c(c(=O)n(C)c(=O)n2C)n1Cc1cccc(C)c1 (stereo not drawn),2.7%
COc1ccc(-n2c(=O)[nH]cc(C(=O)N3CCc4ccccc43)c2=O)cc1,0.9%
COc1ccccc1C(=O)Nc1nc2ccc(S(C)(=O)=O)cc2s1,0.8%
Cc1cc2ncn(C(=O)c3c(-c4c(Cl)cccc4Cl)noc3C)c2cc1C,10.0%
COc1ccc(CCN/C=C2/CC(=O)NC2=O)cc1OC,11.8%
Cn1c(=O)c2c(n(C)c1=O)=NC1(CCCCC1)ON=2,1.0%
Cc1nc2ncnn2c(Nc2ccc3c(c2)OCCO3)c1C,-1.7%
Cc1nnc(Sc2cc(C(=O)NCc3ccco3)c3ccccc3n2)s1,1.8%
Cc1onc(-c2ccccc2Cl)c1C(=O)Nc1ccccc1C(=O)NC(C)C,-2.3%
O=C1c2[nH]nc(-c3ccccc3O)c2C(c2ccc(F)cc2)N1Cc1ccco1 (stereo not drawn),-5.0%
COCCSc1nnc(-c2cnccn2)o1,-1.4%
Cc1cccc2cccnc12,10.0%
CC1CCCC(NC(=O)CN2CCN(Cc3ccc(Cl)cc3)C2=O)C1C (stereo not drawn),-4.4%
COc1cc(C)cc2c(-c3c(O)cc(O)c4c3C[C@H](C)N[C@@H]4C)cc(-c3cc(-c4c(O)cc(O)c5c4C[C@H](C)N[C@@H]5C)c4cc(C)cc(OC)c4c3O)c(O)c12,-3.7%[5.75 µM]
CCCc1nnc(NC(=O)CCC(=O)Nc2ccc(F)cc2)s1,-2.2%
CCCCCN=c1ccn(Cc2ccccc2)c2ccccc12,-2.6%
# The listing continues.
SMILES,AmpC det inh
CCn1c(SCC(=O)N2CCCc3ccccc32)nc2cccnc21,-2.5%
CC1=CC(C)(C)Nc2ccc(C)cc21,11.2%
Cc1nccn1CCCN1C(=O)OC2(CCCCC2)C1(C)O (stereo not drawn),-2.6%
c1ccc(-c2nnc(CSc3nncs3)o2)cc1,-4.6%
Cc1ccc(C)c([N+](=O)[O-])c1,10.2%
Cc1cccc(N(CC(=O)Nc2ccc(CC#N)cc2)S(C)(=O)=O)c1,-1.4%
CCOC(=O)CNS(=O)(=O)c1ccc(C(=O)O)cc1,-1.3%
COc1cc(NC(=O)N[C@H](C(=O)O)C(C)C)cc(OC)c1,-2.9%
CCCCc1nc2ccccc2c(=O)n1NC(=O)c1c(O)c2cccc3c2n(c1=O)CCC3,-2.3%
Cc1ccccc1-c1cc(NCc2ccccc2)ncn1,8.8%
CCOC(=O)N1CCC(N2Cc3cccc(C(=O)NCc4ccc(OC)cc4)c3C2=O)CC1,-3.1%
Cc1ccc(CC(=O)OCCNC(=O)c2cccnc2)cc1,-2.3%
Cc1csc(=O)n1CC(=O)OCc1cccc2ccccc12,-3.3%
Cc1ccc(NC(=O)C2CCCN(S(=O)(=O)c3c(C)noc3C)C2)cc1F (stereo not drawn),-1.2%
CCN1C(=O)c2cccc3c(NC(=O)c4ccc5c(c4)OCCO5)ccc1c23,-0.2%

# The closing 7 records of the section before are carried over, then new ones follow.
SMILES,AmpC det inh
CCCCc1nc2ccccc2c(=O)n1NC(=O)c1c(O)c2cccc3c2n(c1=O)CCC3,-2.3%
Cc1ccccc1-c1cc(NCc2ccccc2)ncn1,8.8%
CCOC(=O)N1CCC(N2Cc3cccc(C(=O)NCc4ccc(OC)cc4)c3C2=O)CC1,-3.1%
Cc1ccc(CC(=O)OCCNC(=O)c2cccnc2)cc1,-2.3%
Cc1csc(=O)n1CC(=O)OCc1cccc2ccccc12,-3.3%
Cc1ccc(NC(=O)C2CCCN(S(=O)(=O)c3c(C)noc3C)C2)cc1F (stereo not drawn),-1.2%
CCN1C(=O)c2cccc3c(NC(=O)c4ccc5c(c4)OCCO5)ccc1c23,-0.2%
CCCOc1ccc(N2CC(C(=O)Nc3ncccc3C)CC2=O)cc1 (stereo not drawn),8.2%
COC(=O)c1cccc(C(=O)Oc2cccc(Br)c2)n1,-4.8%
CSc1ncccc1C(=O)OCC(=O)N1CCOCC1,17.8%
COc1ccccc1Cn1cnc2cccnc21,-4.4%
C=N[C@H](C(=O)N[C@@H]1C(=O)N2[C@@H]1SC(C)(C)[C@@H]2C(=O)O)c1ccccc1,0.158µM*
COc1ccc(-c2noc(-c3cc(Cl)ccc3Cl)n2)cc1OC,0.5%
NCCC[C@@H](CC(=O)N[C@@H]1CCNC[C@H]1C(=O)N[C@H](CC(=O)N[C@@H](CCC(=O)O)CC(=O)O)Cc1ccccc1)NC(=O)C[C@H](Cc1ccccc1)NC(=O)[C@@H]1CNCC[C@H]1N,-5.0%
Cc1ccc([N+](=O)[O-])cc1,7.1%
O=c1[nH]c2cccnc2n1Cc1ccco1,-0.6%
COc1ccc(CNc2nc3c(c(=O)n(Cc4ccc(Cl)cc4)c(=O)n3C)n2C)cc1,-3.4%
COC(=O)NCC(c1cccnc1)N1CCOCC1 (stereo not drawn),8.8%
O=C(O)CCCSc1nc2ccccc2s1,0.1%[5.75 µM]
Clc1ccc([C@H](Cn2ccnc2)OCc2c(Cl)cccc2Cl)c(Cl)c1,-2.1%[12.8 µM]
N#CC(C(=O)NC1CC1)c1nc2ccccc2nc1N1CCCC1 (stereo not drawn),9.2%
C=CCN1C(=O)CSc2ccc(C(=O)NCc3ccco3)cc21,-1.9%
COc1ccccc1N1CCN(C(=O)CCCCn2c(=O)[nH]c3ccsc3c2=O)CC1,8.4%
COCCn1c(=O)c(-c2ccc(OC)cc2)nc2cnc(Nc3ccccc3)nc21,-1.6%
COc1ccc(N(CC(=O)Nc2ccc(C)cn2)S(=O)(=O)c2c(C)nn(C)c2C)cc1,3.9%
OC[C@@H]1O[C@@H](n2cnc3c(NC4CCCC4)ncnc32)[C@@H](O)[C@H]1O,-3.8%
CCOC(=O)c1[nH]c(C)c(C(=O)Nc2ccc(F)cc2)c1C,11.5%
COc1ccc(CC(=O)Nc2nc3ccccc3s2)cc1S(=O)(=O)N1CCOCC1,-3.4%
CC(C)NS(=O)(=O)c1ccc(CCC(=O)NCc2cccnc2)cc1,8.7%
O=C(Oc1ccccc1)N1CCC2(CCCN(c3cccc(-c4ccccc4)c3)C2)CC1,0.6%
COc1cc(OC)cc(-c2nnc(SCC(=O)N3CCCCC3)o2)c1,5.1%
O=C(Nc1cccc(O)c1)c1ccc(Br)cc1,-5.0%
CC1Cc2ccccc2N1c1ncnc2nc[nH]c12 (stereo not drawn),-0.4%
COc1nc(C)ccc1-c1noc(-c2ccccn2)n1,-7.0%
Nn1c(SCC(=O)Nc2ccccc2F)nc2ccccc2c1=O,-5.4%
CC(=O)NC(CCS(C)(=O)=O)C(=O)Nc1ccccc1Cl (stereo not drawn),16.8%
Cc1cc(NC(=O)CCc2ccc(S(=O)(=O)N3CCOCC3)cc2)n(-c2ccccc2)n1,-1.3%
O=C(CN1CCN(Cc2ccccc2Cl)C1=O)NCC1CCCO1 (stereo not drawn),11.1%
Cc1ccc(S(=O)(=O)O[C@H]2CN3CCC2CC3)cc1,-1.6%[5.75 µM]
CCOC(=O)C1=C(C)N(CCO)C(=O)NC1c1cccc(O)c1 (stereo not drawn),8.3%
COc1ccc(C(CNC(=O)c2cc(=O)[nH]c3ccccc23)N2CCCC2)cc1 (stereo not drawn),-3.7%
O=C(NCCO)c1cccc(S(=O)(=O)N2CCCCC2)c1,0.8%
CC1(C)Oc2ccc(C(=O)N3CCOCC3)cc2N(CC(=O)N2CCOCC2)C1=O,8.8%
CC1(C(=O)NC2CCCCC2)CCC(=O)N1Cc1cccs1 (stereo not drawn),13.3%
CCn1c(SCC(=O)N2c3ccccc3Sc3ccccc32)nc2c1c(=O)n(C)c(=O)n2C,-6.2%
CCOC(=O)C1CCN(C(=O)CS(=O)Cc2nc(-c3ccc(C)cc3)oc2C)CC1 (stereo not drawn),1.6%
Cc1cccc(Nc2ncnc3nc[nH]c23)c1C,11.2%
O=C(N1CCOCC1)N(CCN1CCOCC1)Cc1cccc(Cl)c1,-4.6%
O=C(CSc1ccc(-c2ccccc2)nn1)N1CCOCC1,-2.6%
O=C(CSc1nnc(-c2cccs2)o1)N1CCCc2ccccc21,15.4%
O=c1cc(-c2ccccc2)c2ccc(O)c(CN3CCCCC3)c2o1,-0.1%
CCN(CC)C(=O)CSc1nc2ccccc2c(=O)n1OC,-5.3%
Cc1cc(-c2ccccc2)nc2[n+]1CCN2C,-3.0%
O=C(CSc1nc2ccccc2o1)Nc1ccc(N2CCOCC2)cc1,-5.0%
CCCn1nc(C(=O)NCc2ccccn2)c2ccccc2c1=O,-0.3%
O=C(c1ccc(-c2ccccc2)cc1)N1CCN(c2nc3ccccc3o2)CC1,7.8%
O=C(CN1CCN(c2nc(-c3ccc(F)cc3)cs2)CC1)Nc1ccc2c(c1)OCO2,7.9%
Cc1ccc(C)c(S(=O)(=O)NC(CCC(N)=O)C(=O)O)c1 (stereo not drawn),26.1%
N=c1c(C(=O)NC2CCCC2)cc2c(=O)n3ccccc3nc2n1CCN1CCOCC1,10.8%
Cc1cnc(C(=O)OCC(=O)Nc2oc(-c3ccccc3)c(-c3ccccc3)c2C#N)cn1,9.7%
Cc1onc(-c2ccccc2Cl)c1C(=O)Nc1nnc(C(C)C)s1,14.2%

# An excerpt of these results, as tab-separated lines:
Structure	AmpC det inh
Cc1csc(=O)n1CC(=O)OCc1cccc2ccccc12	-3.3%
Cc1ccc(NC(=O)C2CCCN(S(=O)(=O)c3c(C)noc3C)C2)cc1F (stereo not drawn)	-1.2%

# Rewritten with bars between the fields: four of the compounds above.
SMILES | AmpC det inh
Cc1ccc(C)c(S(=O)(=O)NC(CCC(N)=O)C(=O)O)c1 (stereo not drawn) | 26.1%
N=c1c(C(=O)NC2CCCC2)cc2c(=O)n3ccccc3nc2n1CCN1CCOCC1 | 10.8%
Cc1cnc(C(=O)OCC(=O)Nc2oc(-c3ccccc3)c(-c3ccccc3)c2C#N)cn1 | 9.7%
Cc1onc(-c2ccccc2Cl)c1C(=O)Nc1nnc(C(C)C)s1 | 14.2%

# An excerpt; rates above refer to the full screens.
